# Screening data deposited in PubChem BioAssay by several laboratories.
# Runt-SMMHC FRET: inhibitors of RUNX1 Runt–CBFb-SMMHC binding, primary screen, biochemical, FRET, Cerulean-Runt, Venus-CBFb-SMMHC, uHTS. Cerulean-Runt/Venus-CBFb-SMMHC FRET ratio 530/480, 1 h. inhibition, % at 20 µM. 220,000 compounds, 0.74% hits. AID 1434, 2008;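 active = mean inhibition across duplicate retests at 20 µM reaching about 50%, limit read from the data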;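 note: 0% = DMSO wells and 100% = wells with excess untagged CBFb-SMMHC; inhibitors lower the FRET ratio by blocking Runt binding to CBFb-SMMHC; some results filed as inactive read as strong as hits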
# RBBP9 inh: human RBBP9 inhibitors, primary screen, biochemical, fluorescence polarization, FP-Rh probe, HTS; 220,000 compounds, 0.2% hits; inhibition, % at 7.94 µM; recombinant RBBP9; Serine hydrolase RBBP9 (Homo sapiens), O75884;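 active = inhibition above the campaign mean of all tested compounds plus 3 SD, cut at about 14% in these data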;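 note: plate controls were DMSO wells with RBBP9 for no effect and wells lacking RBBP9 protein for full effect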
# Target sequence (O75884 whole entry, looked up): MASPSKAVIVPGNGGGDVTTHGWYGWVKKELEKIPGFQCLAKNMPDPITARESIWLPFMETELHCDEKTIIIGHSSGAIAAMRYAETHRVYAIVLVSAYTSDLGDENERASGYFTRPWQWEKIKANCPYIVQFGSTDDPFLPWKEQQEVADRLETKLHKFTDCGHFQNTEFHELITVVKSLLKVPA
#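 Material: RBBP9 protein. Amount: RBBP9 at 2.5 µM in dispensed solution, before mixing. Schedule: 30 min then 45 min, 25 °C. Medium: Tris buffer pH 8.0, NaCl, Pluronic. Measured by: fluorescence polarization. Measure: percent inhibition from mP, scaled between DMSO and no-protein wells. Replication: one well per compound.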
# Calpain2 inh: inhibitors of pig calpain II, primary screen, biochemical, fluorogenic peptide substrate, 1536-well. purified calpain II, 30 min. inhibition, % at 16 µM. 220,000 compounds, 0.37% hits;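 active = inhibition above about 50%, limit read from the data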
# p97 ATPase inh: inhibitors of human p97 ATPase, primary screen, biochemical. recombinant p97 ATPase, Kinase-Glo ATP luminescence, 3 h. Transitional endoplasmic reticulum ATPase (Homo sapiens), P55072. inhibition, % at 8 µM. 220,000 compounds, 0.42% hits. AID 1481, 2009; in the data active = inhibition above about 15%;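 note: 0% = DMSO vehicle and 100% = wells lacking enzyme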
# Target sequence (P55072 whole entry, looked up): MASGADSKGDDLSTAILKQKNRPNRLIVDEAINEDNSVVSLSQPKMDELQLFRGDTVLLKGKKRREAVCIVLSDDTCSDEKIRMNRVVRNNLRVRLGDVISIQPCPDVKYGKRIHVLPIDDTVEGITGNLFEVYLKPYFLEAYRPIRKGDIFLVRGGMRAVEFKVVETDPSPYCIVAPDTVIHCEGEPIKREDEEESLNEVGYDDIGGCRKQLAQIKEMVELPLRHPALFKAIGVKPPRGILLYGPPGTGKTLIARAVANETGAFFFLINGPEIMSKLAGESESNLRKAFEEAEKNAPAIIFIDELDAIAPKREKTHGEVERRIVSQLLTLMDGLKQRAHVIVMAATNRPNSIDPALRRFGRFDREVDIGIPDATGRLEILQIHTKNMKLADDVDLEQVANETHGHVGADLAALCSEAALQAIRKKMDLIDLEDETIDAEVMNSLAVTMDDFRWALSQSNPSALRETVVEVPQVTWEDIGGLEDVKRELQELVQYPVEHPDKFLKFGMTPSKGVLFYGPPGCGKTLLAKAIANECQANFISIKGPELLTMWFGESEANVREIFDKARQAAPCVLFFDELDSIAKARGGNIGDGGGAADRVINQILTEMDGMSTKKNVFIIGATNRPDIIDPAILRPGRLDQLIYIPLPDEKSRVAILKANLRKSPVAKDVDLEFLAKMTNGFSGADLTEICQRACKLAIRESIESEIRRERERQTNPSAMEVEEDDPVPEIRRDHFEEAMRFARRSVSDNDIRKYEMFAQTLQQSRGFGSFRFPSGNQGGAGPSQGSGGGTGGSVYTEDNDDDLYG
# Tb hexokinase: Trypanosoma brucei hexokinase 1 inhibitors, primary screen, biochemical, G6PDH-coupled NADH absorbance, MLSCN library; recombinant TbHK1, G6PDH-coupled NADH A340; hexokinase 1 [Trypanosoma brucei]; AID 1430, 2008; 220,000 compounds, 0.11% hits; inhibition, % at 10 µM;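 active = inhibition of 50% or more in the single-dose primary screen; inactive = inhibition below 50%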
# p47phox inh: p47phox/p22phox peptide binding inhibitors, primary screen, biochemical, uHTS, NADPH oxidase regulatory subunit; AID 1274, 2008; Neutrophil cytosol factor 1 (Homo sapiens), P14598; inhibition, % at 24.7 µM; fluorescence polarization, 2 h; 220,000 compounds, 0.53% hits;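 active = inhibition above about 30%, limit read from the data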;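 note: 0% = p47phox with labelled peptide and 100% = labelled peptide alone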
# Runt-CBFb FRET: inhibitors of RUNX1 Runt–CBFb binding, primary screen, biochemical, FRET, Cerulean-Runt, Venus-CBFb, uHTS | inhibition, % at 20 µM | Runt-related transcription factor 1 (Homo sapiens) + Core-binding factor subunit beta … | Cerulean-Runt/Venus-CBFb FRET ratio 530/480, 1 h | 220,000 compounds, 0.46% hits;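 active = inhibition over about 50% at 20 µM in the single-dose screen, limit read from the data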;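 note: 0% = DMSO wells and 100% = excess unlabeled CBFb competitor control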
#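 System: Cerulean-labeled Runt domain protein | Quantity: 100 nM of each labeled protein | Schedule: 1 h compound exposure, room temperature | Detection: Fluorescence energy transfer, 422 nm excitation, 530/480 nm emission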
# EBV gp42 block: Epstein-Barr virus gp42 inhibitors, primary screen, biochemical, uHTS, fluorescence polarization | Glycoprotein 42 (Epstein-Barr virus (strain AG876)), Q1HVG2 | Fluorescence polarization binding assay, mP read-out | inhibition, % (tested at 21.74 µM) | 220,000 compounds, 0.42% hits; in the data active = inhibition above about 50%
# Furin inh: human furin inhibitors, primary screen, biochemical, fluorescence intensity; P09958; purified furin, fluorogenic substrate cleavage; inhibition, % at 30 µM; 220,000 compounds, 0.061% hits; AID 463115, 2010; in the data active = inhibition above about 25%; note: inactives centre near -15
# The depositor's hits bear a star; [ ] = dose if it differs, or a comment. The order is random. Share with any hit: about 2.7%.
(1) N/C(Cc1ccc(Cl)cc1Cl)=N\OC(=O)Cc1cccs1
(2) COCCn1c(SCC(=O)NNC(=O)c2ccc(OC)c(OC)c2)nc2ccccc2c1=O
(3) O=C(c1ccccc1)c1cccc(NC(=O)C2CC2)c1
(4) COc1ccc(-c2nc3c(-c4ccc(Cl)cc4)cnn3cc2C)cc1F
(5) CC1(C(=O)N2CC3(CC(c4cccc([N+](=O)[O-])c4)=NO3)C[C@H]2C(=O)NCC(N)=O)CC1 (stereo not given in full)
(6) CCOC(=O)N1CCN(C(=O)c2ccc3c(=O)n(-c4ccccc4F)c(=S)[nH]c3c2)CC1
(7) O=C(CCSCc1ccccc1Cl)NC1CCCCC1
(8) COc1ccccc1-c1nnc(SCC(=O)O)n1-c1ccccc1
Screen / compound no.,1,2,3,4,5,6,7,8
Runt-SMMHC FRET,-9,-1,0,-50,-6,4,-2,4
RBBP9 inh,-4,0,10,-14,4,-6,-16,-4
Calpain2 inh,-1,3,24,-16,-9,-2,34,-24
p97 ATPase inh,-2,5,0,1,-1,-2,-6,5
Tb hexokinase,24,-7,-11,-13,4,-12,3,-3
p47phox inh,-9,1,-16,-11,-2,1,4,4
Runt-CBFb FRET,-2,0,-1,-21,-2,1,2,0
EBV gp42 block,-8,-20,2,-8,-12,1,0,3
Furin inh,-16,-26,-18[20 µM],-11,-20[20 µM],-12,-3,-7

# Profiles from above:
# O=C(c1ccccc1)c1cccc(NC(=O)C2CC2)c1 as listed: Runt-SMMHC FRET = 0; RBBP9 inh = 10; Calpain2 inh = 24; p97 ATPase inh = 0; Tb hexokinase = -11; p47phox inh = -16; Runt-CBFb FRET = -1; EBV gp42 block = 2; Furin inh = -18[20 µM]
# COc1ccccc1-c1nnc(SCC(=O)O)n1-c1ccccc1 as listed: Runt-SMMHC FRET = 4; RBBP9 inh = -4; Calpain2 inh = -24; p97 ATPase inh = 5; Tb hexokinase = -3; p47phox inh = 4; Runt-CBFb FRET = 0; EBV gp42 block = 3; Furin inh = -7

# Sorted by value in Runt-CBFb FRET (lowest first): 3 of the compounds above
(4) COc1ccc(-c2nc3c(-c4ccc(Cl)cc4)cnn3cc2C)cc1F
(1) N/C(Cc1ccc(Cl)cc1Cl)=N\OC(=O)Cc1cccs1
(8) COc1ccccc1-c1nnc(SCC(=O)O)n1-c1ccccc1
Screen / compound no.,4,1,8
Runt-SMMHC FRET,-50,-9,4
RBBP9 inh,-14,-4,-4
Calpain2 inh,-16,-1,-24
p97 ATPase inh,1,-2,5
Tb hexokinase,-13,24,-3
p47phox inh,-11,-9,4
Runt-CBFb FRET,-21,-2,0
EBV gp42 block,-8,-8,3
Furin inh,-11,-16,-7

# (further entries)
(9) COC(=O)CCc1c(C)c(C#N)c2nc3ccccc3n2c1N1CCCC1
(10) CC1(C(=O)OCc2cc(=O)n3cc(Br)ccc3n2)CC1(Cl)Cl (stereo not given)
(11) N=c1ccn(Cc2ccccc2Cl)cc1
(12) O=[N+]([O-])c1ccc(CN2CCN(c3ccc4ccccc4n3)CC2)cc1
(13) CC(=O)Nc1ccc(OC(=O)COc2ccc(Br)cc2)cc1
(14) CC(C)Cc1[nH]c(=O)c(C#N)c2c1CCCC2
(15) CC(OC(=O)c1cc(=O)[nH]c2ccccc12)C(=O)c1ccccc1 (stereo not given)
(16) O=c1c2ccccc2nc(-c2ccc([N+](=O)[O-])cc2)n1O
Screen / compound no.,9,10,11,12,13,14,15,16
Runt-SMMHC FRET,62,-1,-3,-4,4,2,0,-8
RBBP9 inh,-9,1,10,0,-3,-1,0,-5
Calpain2 inh,-282,-16,1,-20,-10,-30,-7,10
p97 ATPase inh,-3,3,1,-2,2,1,6,-3
Tb hexokinase,-9,-9,-7,-9,0,-30,-7,-5
p47phox inh,-6,-5,-6,-2,-46,2,0,2
Runt-CBFb FRET,13,1,3,1,-5,-1,0,0
EBV gp42 block,1,-25,-26,10,-10,-12,-3,-2
Furin inh,-15[20 µM],-14,-5[20 µM],-12,-30,-3[20 µM],-13,-19

(17) COc1cccc(-n2nc(C(C)=O)c(C#N)c2-c2ccco2)c1
(18) COc1ccc(NC(=O)CCCC2CCCCC2)cc1S(=O)(=O)N1CCCCC1
(19) Cc1nn(CCOc2ccccc2)c(=O)n1-c1ccc(Cl)cc1
(20) Cc1ccc(S/C=C\C(=O)c2ccccc2)cc1
(21) O=C(Nc1nnc(CC(=O)N2CCOCC2)s1)C1COc2ccccc2O1 (stereo not given)
(22) O=C(N/N=C/c1ccc2nccnc2c1)c1ccncc1
(23) Cc1c(C(=O)OCC(=O)c2ccc3c(c2)OCCO3)oc2ccccc12
(24) CCN(CC(=O)Nc1ccc(NC(C)=O)cc1)C(=O)C(c1ccccc1)c1ccccc1
Screen / compound no.,17,18,19,20,21,22,23,24
Runt-SMMHC FRET,2,-7,1,0,3,0,-1,4
RBBP9 inh,-3,-8,-10,-3,-4,-13,-13,-6
Calpain2 inh,20,2,24,-47,8,27,41,1
p97 ATPase inh,-4,-1,-4,-1,-5,-4,-10,-2
Tb hexokinase,4,-3,5,-1,-4,-51,-8,-1
p47phox inh,-1,-6,-6,-6,-3,-3,-30,1
Runt-CBFb FRET,-1,-5,1,0,-2,2,3,-3
EBV gp42 block,-8,7,0,-1,-7,-9,-28,-20
Furin inh,-10,-19,-9,-14[20 µM],-6,3,-4,-19

(25) Nc1cc(N)cc(C(=O)OCC(=O)Nc2cc(S(=O)(=O)N3CCCCC3)ccc2Cl)c1
(26) CCOC(=O)C1(CC2CCCCO2)CCN(Cc2nc3ccccc3[nH]2)CC1 (stereo not given)
(27) CCC(C)N(C(=O)Cn1nnc2ccccc21)C(C(=O)Nc1ccc(F)cc1)c1cccc(OC)c1 (stereo not given)
(28) O=C(NCc1ccc(F)cc1)C(Cc1ccccc1)NS(=O)(=O)c1cccs1 (stereo not given)
(29) Cc1ccccc1-c1nnc(SCC(=O)NCc2ccc3c(c2)OCO3)n1C
(30) CC(OC(=O)Cc1coc2ccc3ccccc3c12)C(=O)Nc1ncc(Cl)cc1Cl (stereo not given)
(31) N#Cc1ccc2c(c1)NC(=O)C1CCCN21 (stereo not given)
(32) CCOc1ccccc1NC(=O)CSc1nnc(CNC(=O)c2ccco2)o1
Screen / compound no.,25,26,27,28,29,30,31,32
Runt-SMMHC FRET,0,2,-3,-1,0,-5,-2,-2
RBBP9 inh,-1,7,-3,1,-4,-5,-1,1
Calpain2 inh,-55,-5,-39,2,-52,-42,-55,-29
p97 ATPase inh,5,4,5,5,1,0,4,-2
Tb hexokinase,3,-2,1,1,-10,2,-6,1
p47phox inh,-9,1,-5,-10,-6,-50,-43,-2
Runt-CBFb FRET,-1,0,-3,0,-2,-2,1,-1
EBV gp42 block,-5,-5,-2,-22,-3,-10,-1,-3
Furin inh,-2,-17,-3[20 µM],-16[20 µM],-24[20 µM],-20,-27,-1[20 µM]

(33) c1ccc(C2=Nc3cccnc3C(c3ccccc3)=NN2)cc1
(34) CCC(C)(C)NC(=O)c1cc(C(=O)OC)cc([N+](=O)[O-])c1
(35) Cc1ccc(C2(c3noc(CN(C)Cc4cccnc4)n3)CCCC2)cc1
(36) Cc1nc(CCN2C(=O)c3ccccc3C2=O)cs1
(37) CCSc1nsc(SCC)c1C(N)=O
(38) CCC(O)(C#CCN1CCCCC1)CC
(39) O=C(Nc1ccc(Cl)c(Cl)c1)Nc1ccc([N+](=O)[O-])cn1
(40) CNC(=S)N1CCC(c2nc3ccccc3s2)CC1
Screen / compound no.,33,34,35,36,37,38,39,40
Runt-SMMHC FRET,4,0,-2,2,-1,1,-7,1
RBBP9 inh,-9,-4,-2,-1,-4,-3,-7,-3
Calpain2 inh,2,-5,-11,5,-8,-7,11,-18
p97 ATPase inh,1,2,-2,4,5,1,12,4
Tb hexokinase,-7,-10,-13,3,-8,5,-9,-1
p47phox inh,-5,0,8,-7,7,-3,7,2
Runt-CBFb FRET,1,2,-5,4,-1,-1,0,2
EBV gp42 block,-7,-13,-8,-4,0,-14,-9,8
Furin inh,-12,-16[20 µM],-21,-15[20 µM],-28,-27,-10,-15

(41) O=C(/C=C/c1ccc(Cl)cc1)Nn1c(-c2cccs2)nc2ccccc2c1=O
(42) O=C(CCCOc1ccccc1)NC1CCCc2ccccc21 (stereo not given)
(43) COc1ccc(C2C3C(=O)N(N(C)c4ncc(C(F)(F)F)cc4Cl)C(=O)C3ON2C)cc1 (stereo not given)
(44) NC(=O)c1ccc(N2CCOCC2)nc1
(45) CC(O)C(NS(=O)(=O)c1ccc(Cl)cc1)C(=O)OCC(=O)c1c[nH]c2ccccc12 (stereo not given)
(46) COc1cccc(-c2csc3nnc(SCC(=O)NCc4cccs4)n23)c1
(47) COc1ccc(OC)c(NC(=O)c2ccc(CSc3nnc(C)s3)cc2)c1
(48) Cc1csc(/C(=N\O)c2csc(C)n2)n1
Screen / compound no.,41,42,43,44,45,46,47,48
Runt-SMMHC FRET,-1,2,-5,-3,-1,1,-2,3
RBBP9 inh,-1,-7,-5,-1,2,-3,-6,-3
Calpain2 inh,-173,0,33,-39,-9,-24,28,4
p97 ATPase inh,-1,-2,-6,0,10,5,-9,1
Tb hexokinase,-3,-2,6,-4,2,2,-3,-11
p47phox inh,-10,-1,-1,2,1,-4,-1,-9
Runt-CBFb FRET,2,-3,-3,0,-1,0,0,0
EBV gp42 block,-5,-5,-8,3,7,5,-1,-20
Furin inh,-19,-22,-4,-14,-15,-23,1,-23

(49) Cc1cc(C)cc(NC(N)=S)c1
(50) C=C(C)c1cccc(C(C)(C)NC(=O)N2CCN(c3ccccc3)CC2)c1
(51) CCOc1cc(CNc2ccc(N3CCN(C(C)=O)CC3)cc2)cc(Br)c1OC
(52) COC(=O)c1cc(COC(=O)c2nc3nccc(C)n3n2)oc1C
(53) COc1ccc(N(CC(=O)Nc2ccc(F)c(Cl)c2)S(=O)(=O)c2c(C)noc2C)cc1
(54) Cc1c(NC(=O)CSc2ccc(Cl)cc2)cccc1-c1nc2cc(Cl)ccc2o1
(55) CCOC(=O)C(NC(=O)N(C)C)(Nc1sc(C)c(CC)c1C#N)C(F)(F)F (stereo not given)
(56) CCn1c(CCc2nc3ccccc3[nH]2)n[nH]c1=S
(57) COCCOC(=O)c1c(C)oc2ccc(OCc3ccccc3)cc12
(58) Cc1ccc(C(=O)N2CC(=O)Nc3ccc(F)cc3C2c2ccccc2)cc1[N+](=O)[O-] (stereo not given)
Screen / compound no.,49,50,51,52,53,54,55,56,57,58
Runt-SMMHC FRET,-4,-1,4,-1,2,1,2,6,-2,0
RBBP9 inh,-8,-8,1,-1,-5,-13,-6,2,-4,-3
Calpain2 inh,-12,-6,-23,-15,7,-32,15,-23,3,17
p97 ATPase inh,6,3,0,6,3,4,0,7,-3,-4
Tb hexokinase,4,-10,-1,-3,-1,6,1,0,-3,0
p47phox inh,-11,-20,-1,-11,-13,-253,-8,-6,-11,-2
Runt-CBFb FRET,0,-2,0,0,2,-3,14,3,-4,-2
EBV gp42 block,-6,0,-1,-12,4,-123,-9,4,-6,-7
Furin inh,2,-15,-17,-30,14[20 µM],-33,-16,-28,8,-13
